LYP phosphatase: inhibitors of LYP phosphatase, biochemical, fluorescence intensity, uHTS (AID 1779); one-dose inhibition, % at 11.5 µM; IC50 in µM for titrated hits; 290,000 tested, 0.054% active; recombinant LYP phosphatase, fluorescence intensity; higher % means a stronger effect; in the data active = inhibition above about 50%;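 also: plate controls were vehicle with enzyme for no effect and no enzyme for full effect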
NTR1 ag: NTR1-driven beta-arrestin-GFP spot formation – imaging, U2OS cells, high content, primary screen (AID 493036) | P30989 | agonist mode | activation, % at 20 µM | 330,000 tested, 0.17% active;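 active = activation at or above 40% of the spot to cytoplasm intensity ratio, with at least 20 cells analyzed; inconclusive = wells under 20 cells, flagged as cytotoxic or low count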;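 also: 0% = DMSO without peptide and 100% = 100 nM NTR1 peptide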
Target sequence (P30989 whole entry, looked up): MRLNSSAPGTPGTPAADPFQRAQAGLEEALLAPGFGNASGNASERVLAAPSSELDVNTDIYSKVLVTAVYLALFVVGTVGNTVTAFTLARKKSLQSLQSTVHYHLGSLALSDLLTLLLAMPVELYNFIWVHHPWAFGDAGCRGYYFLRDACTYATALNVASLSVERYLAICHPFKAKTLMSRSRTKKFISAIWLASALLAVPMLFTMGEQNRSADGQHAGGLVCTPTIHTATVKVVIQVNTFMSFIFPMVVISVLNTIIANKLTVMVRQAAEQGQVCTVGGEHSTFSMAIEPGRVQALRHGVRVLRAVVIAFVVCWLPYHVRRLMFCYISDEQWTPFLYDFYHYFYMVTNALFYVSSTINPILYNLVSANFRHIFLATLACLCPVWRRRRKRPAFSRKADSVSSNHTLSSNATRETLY
GPR35 arrestin U2OS: inhibition of zaprinast-stimulated GPR35 beta-arrestin translocation – imaging, U2OS, beta-arrestin-GFP, zaprinast agonist, primary screen (AID 2058) | one-dose inhibition, % at 10 µM; IC50 in µM for titrated hits | U2OS GPR35 beta-arrestin-GFP translocation imaging, zaprinast antagonism; higher % means a stronger effect | 290,000 tested, 0.052% active;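 active = inhibition of at least 50% with at least 30 cells and total cytoplasm GFP at most 10,000,000; inconclusive = under 30 cells or total GFP of 10,000,000 plus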
AID2073: disruptors of CaV2.2 binding to Mint1 – biochemical, HTRF (AID 2073); HTRF protein-protein interaction, Mint1-CaV2.2; higher % means a stronger effect; inhibition, % at 20 µM, or IC50 in µM where a hit was titrated; 290,000 tested, 0.19% active; in the data active = inhibition mostly above about 51%, no sharp cut-off; inconclusive = no clear call, values can overlap the other calls; inactive = mostly below about 53%; also: some results filed as inactive read as strong as hits
WT yeast gro inh: growth inhibition of WT yeast, mitochondrial fusion screen; 190,000 tested, 2.1% active; AID 1362; mitochondrial fusion phenotypic screen, WT strain; inhibition, % at 10 µM; in the data active = inhibition above about 58%; tested in S. cerevisiae
NS5 inhibitors: flavivirus cap methylation enzyme inhibition – biochemical, confirmation dose response, primary screen (AID 588689). Dengue-2 NS5 methyltransferase capping enzyme assay, biochemical; higher % means a stronger effect. inhibition, % at 25 µM, or IC50 in µM where a hit was titrated. 340,000 tested, 0.3% active; in the data active = a potency from the dose series; inconclusive = inhibition above about 29% without an active follow-up result
K1F lysis inhibition: protection from phage-mediated lysis, alamar blue read-out – E. coli UTI89, K1F phage, bacterial capsule biogenesis inhibitors (AID 488966); E. coli UTI89 K1F phage lysis, alamar blue, 2 h; higher % means a stronger effect; inhibition, % at 100 µM, or IC50 in µM where a hit was titrated; 340,000 tested, 0.02% active;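 active = phage lysis inhibition, versus mean bacterial control, above a set limit; inconclusive = no clear call, values can overlap the other calls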;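 also: capsule biogenesis inhibitors block K1F phage lysis so surviving cells raise fluorescence; higher fluorescence means more inhibition of phage lysis; actives were called in the ten point dose series up to 300 µM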
Autophagy HCS: modulators of autophagy | AID 463193 | 190,000 tested, 0.98% active | MEF GFP-LC3 puncta imaging; test concentration mostly 10 µM | calls only at 10 µM (by protocol);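 active = percentage of spot-positive cells more than 3 SD above its plate mean, without a fluorescence outlier flag or 80% toxicity; inconclusive = no clear call, values can overlap the other calls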;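 also: spot-positive cell cutoff set from DMSO-treated cells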
RSV antiviral HEp-2: inhibition of RSV-induced cytopathic effect – HEp-2 cells, primary 10 µM value included (AID 2391); HEp-2 cells, RSV-induced CPE inhibition; higher % means a stronger effect; CPE inhibition, % at 10 µM, or IC50 in µM where a hit was titrated; 310,000 tested, 0.13% active; in the data active = a potency from the dose series; inconclusive = CPE inhibition mostly from about 23% at the one dose, without a potency; inactive = the rest, 99 in 100 with CPE inhibition below about 21%; also: strong numbers were not always called active
WT yeast gro inh mutant strain: recorded beside WT yeast gro inh, whose call it bears; inhibition, %; mitochondrial fusion phenotypic screen, mutant strain inhibition
Autophagy HCS cell loss 18 h: recorded beside Autophagy HCS, whose call it bears; toxicity, %; measured here: cell loss, nuclei count;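 cell loss after 18 h compound exposure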
NTR1 ag cell count 20 µM: second read-out of NTR1 ag, no call of its own (marks repeat the call); cell count; measured here: cell count, cytotoxicity flag
NS5 inhibitors pilot replicate: recorded beside NS5 inhibitors, whose call it bears; inhibition, %; measured here: pilot screen replicate inhibition
* marks the source's active call; other numbers are inactive results; i = inactive; ? = inconclusive; . = not tested or not shown; [ ] = another dose, or the depositor's remark.

SMILES	LYP phosphatase	NTR1 ag	NTR1 ag cell count 20 µM	GPR35 arrestin U2OS	AID2073	WT yeast gro inh	WT yeast gro inh mutant strain	NS5 inhibitors	K1F lysis inhibition	Autophagy HCS	Autophagy HCS cell loss 18 h	RSV antiviral HEp-2	others
O=c1nc(N2CCCCCC2)nc(N2CCCCCC2)[nH]1	-5%	-0.4	92	7%	-5%	4	17	-1%	0.1%	i	-32	1.5%
CC(C)OC(=O)c1c(NC(=O)c2ccco2)sc2c1CCCCC2	2%	9.4	58	6%	-18%	12	-4	-4%	0.7%	i	8	?
O=C(Cn1nc(C(=O)O)c2ccccc2c1=O)Nc1cc(C(F)(F)F)ccc1-n1cncn1	.	1.6	52	.	.	.	.	-2%	1.0%[50 µM]	.	.	1.0%
Cc1nnc(NCc2n[nH]c(=O)c3ccccc23)c2ccccc12	-8%	3.0	59	5%	6%	-2	11	-12%	-1.3%	i	6	0.7%
O=c1cccccc1NCc1ccccc1	1%	0.2	98	2%	-7%	25	28	30%	1.6%	i	15	-0.4%	NS5 inhibitors pilot replicate=4.6
COC(=O)c1c(NC(=S)Nc2cc(OC)c(Cl)cc2OC)sc2c1CCCCC2	1%	6.8	65	-13%	0%	0	-5	-3%	0.3%[50 µM]	i	-3	2.4%
CC(=O)Nc1ccc(S(=O)(=O)Nc2nccc(/C=C/c3ccccc3F)n2)cc1	-4%	0.0	50	5%	-10%	-6	18	7%	-1.0%	i	-9	0.5%
CCCSc1nc(SCC(=O)NCc2ccccc2)c2c3c(sc2n1)COC(C)(CC)C3 (centres undefined)	0%	7.1	70	4%	8%	8	1	6%	0.1%	i	1	2.5%
Cc1nc2ccc(NC(=O)c3cccs3)cc2s1	-2%	0.1	65	-11%	-9%	.	.	1%	0.1%	.	.	3.9%
COc1ccc(/C=C/C(=O)NC(=S)NNC(=O)Cc2cccs2)cc1OC	8%	0.7	49	22%	7%	6	2	-6%	?	i	-6	2.4%
Cc1ccc(S(=O)(=O)NCc2ccccc2)cc1C(=O)N(C)Cc1ccc(F)cc1	-14%	0.5	55	-4%	-5%	.	.	-4%	-0.2%	.	.	13%
O=C(NNC(=O)c1ccc(S(=O)(=O)N2CCCCC2)cc1)c1ccc(F)cc1	-8%	1.5	49	-9%	-1%	.	.	-10%	0.2%	.	.	0.4%
Cc1nn(C)c(C)c1NC(=O)CCSc1nc(-c2ccco2)cc(C(F)(F)F)n1	2%	-0.6	45	12%	7%	9	6	-1%	-0.1%	i	4	-0.5%
CC(=O)NC(CC(=O)Nc1nc(C)cs1)c1ccccc1 (centres undefined)	-10%	1.3	52	-9%	8%	3	0	5%	-0.4%	i	7	0.6%
CN(C)C(=O)c1ccc(NC(=O)CN2CCc3cc4c(cc3C2)OCCCO4)cc1	-9%	-0.8	59	20%	-3%	.	.	-3%	-0.3%	.	.	0.1%
CCOC(=O)N1CCN(CC(O)COCc2ccccc2)CC1 (centres undefined)	-7%	-0.2	57	-2%	0%	-7	-12	-1%	2.6%	i	5	0.0%
Cc1ccc(C2C(C(=O)c3ccco3)=C(O)C(=O)N2c2ncccn2)cc1 (centres undefined)	-8%	-0.9	67	17%	4%	.	.	-7%	-1.6%	.	.	.
Cc1ccc(/C=C2/C(=O)N(c3ccccc3)C(=S)N2C)o1	-2%	12	46	4%	37%	-4	-6	1%	0.6%	i	12	4.5%
COC(=O)Cn1c(CCC(=O)O)ccc1-c1ccccc1	-10%	0.6	56	3%	?	13	-1	-7%	-0.5%	.	.	2.0%
CCCN(CCO)Cc1cccc(Br)c1	2%	-0.2	84	2%	-3%	-19	-15	0%	-0.1%	i	6	0.7%
Cc1ccc(C(c2c(C)nn(-c3ccccc3)c2N)c2c(C)nn(-c3ccccc3)c2N)cc1	2%	-1.2	53	-12%	7%	16	24	-1%	2.9%	i	-4	1.7%
CCN(CC)S(=O)(=O)c1cc(C(=O)Oc2cccc(-c3cnc4ccccc4n3)c2)ccc1Br	1%	-0.8	40	20%	1%	12	9	-7%	0.0%	i	15	8.3%
Cn1c(C(=O)O)ccc1S(=O)(=O)N(Cc1ccccc1)Cc1ccccc1	0%	0.5	65	-17%	3%	.	.	2%	-0.6%	.	.	3.3%
O=C(N/N=C/C=C/c1ccco1)c1cccs1	0%	-0.3	38	6%	?	-12	-1	1%	-1.4%	i	-3	-1.0%
CCC(C(=O)NC1CCCC1)N(C(=O)Cn1nnc(-c2ccc(C)o2)n1)C(C)(C)C (centres undefined)	-10%	2.3	65	10%	23%	13	-19	-6%	-0.8%	i	0	-0.6%
CC(=O)c1cccc(NC(=O)c2ccc3c(=O)n4c(nc3c2)CCCCC4)c1	-5%	5.9	53	-18%	2%	9	0	-4%	0.2%	i	22	6.9%
COc1ccc(-c2cc(C(=O)NCc3ccco3)no2)cc1OC	-1%	0.8	79	-9%	2%	-11	-45	-8%	0.3%	i	4	0.4%
CC(O)c1nc2ccccc2n1C(C)c1ccccc1 (centres undefined)	-7%	1.7	60	-11%	12%	.	.	4%	0.0%	.	.	0.4%	NS5 inhibitors pilot replicate=0.0
O=C(O)CC(NC(=O)C(c1ccccc1)c1ccccc1)c1cccc([N+](=O)[O-])c1 (centres undefined)	-3%	-0.4	52	-14%	1%	.	.	-4%	-0.4%[50 µM]	.	.	1.0%
CN(C)c1nn(C(=O)Nc2cccc(C(F)(F)F)c2)cc1-c1ccccc1	-3%	-2.9	89	21%	18%	63*	29*	2%	0.0%	i	-1	12%
CCO[C@@H]1OC(C(=O)O)=C[C@H](c2ccccc2)[C@H]1CCCO	.	0.2	65	.	.	.	.	-5%	0.5%	.	.	0.1%
Cc1ccc(S(=O)(=O)/N=S(\C)CC2CC2(Cl)Cl)cc1 (centres undefined)	-11%	0.5	56	0%	-5%	0	-17	-6%	0.1%	i	-5	1.1%
CC(C)c1ccc(NS(=O)(=O)c2ccc(-n3cccn3)cc2)cc1	-4%	10	76	6%	12%	.	.	-2%	0.0%	.	.	11%
Cc1ccc2nc(-c3ccccc3)cc(C(=O)NNC(=O)c3csc(N4CCOCC4)n3)c2c1	.	6.5	65	.	.	.	.	4%	3.8%[50 µM]	.	.	1.8%
O=C(NCc1cccs1)C(NS(=O)(=O)c1cccc2nsnc12)c1ccccc1 (centres undefined)	-2%	-2.5	78	23%	-5%	28	18	-5%	-0.1%	i	32	2.6%
COCCOC(=O)C1=C(N)Oc2c(oc(CO)cc2=O)C1c1ccccc1F (centres undefined)	-12%	0.8	72	10%	-9%	11	14	-3%	3.6%	i	-1	0.4%
CCc1nnc(NC(=O)C2Cc3ccccc3CN2S(=O)(=O)CC)s1 (centres undefined)	-1%	-0.9	48	-6%	-3%	6	19	-4%	0.3%	i	25	0.8%
COc1ccc(CNC(=O)c2cc3c(=O)n4ccccc4nc3n(CC3CCCO3)c2=N)cc1 (centres undefined)	-6%	2.4	87	3%	2%	.	.	-1%	0.0%	.	.	-1.1%
CCOc1ccc(OCCC(=O)NNC(=O)c2cc(OC)c(OC)c(OC)c2)cc1	.	0.0	61	.	.	.	.	-1%	0.4%[50 µM]	.	.	-1.9%
O=C(Nc1nccs1)c1ccc(Cl)nc1	-2%	-0.6	95	5%	-1%	.	.	0%	0.0%	.	.	0.2%
C/C(=N\NC(N)=S)c1ccccc1	0%	-0.7	43	8%	-7%	.	.	-16%	0.1%	.	.	?
CCN1CCN(c2cc(C)c3cc(NC(=S)N4CCCC4)ccc3n2)CC1	-1%	-0.6	57	-14%	42%	-6	13	1%	1.9%	i	4	-2.6%
Cc1ccc(-n2nc3cc(C)c(N)cc3n2)cc1	-1%	-0.5	30	-14%	36%	15	-20	1%	-0.9%	i	0	6.4%
COc1ccc(C2c3[nH]c4ccccc4c3CCN2Cc2ccoc2)c(F)c1 (centres undefined)	0%	11	41	4%	-26%	22	21	-5%	0.6%	i	2	19%
Cc1ccc(CNS(=O)(=O)NCc2ccc(Cl)cc2)cc1	-3%	0.0	98	2%	7%	0	7	3%	0.0%	i	18	-0.3%
O=C(Cn1nnc(-c2ccccc2F)n1)Nc1ccc2c(c1)OCCO2	-8%	-0.3	49	5%	-4%	.	.	-6%	-0.6%	.	.	1.0%
Cn1c(CCC(=O)Nc2ccc(N3CCOCC3)cc2)nc(=O)c2ccccc21	-2%	-1.0	82	4%	-11%	5	2	-8%	0.9%	i	-4	1.5%
COc1cccc(OCc2nnc(SC)n2C)c1	-10%	-1.1	86	-9%	6%	-3	-3	1%	1.4%	i	4	1.3%	NS5 inhibitors pilot replicate=2.4
COc1ccc(N2C(C)=CS/C2=C(/C#N)c2nnc(N3CCOCC3)n2-c2ccccc2)cc1	-5%	-0.9	47	0%	-15%	6	6	-6%	0.2%	i	9	1.1%
CCC12CN(C(=O)c3ccco3)CC(CC)(CN(C(=O)c3ccco3)C1)C2=O	-4%	0.7	59	5%	3%	.	.	-4%	-0.1%[50 µM]	.	.	1.1%
CN(C)C(CNS(=O)(=O)c1ccc(Br)cc1)c1cccnc1 (centres undefined)	-2%	-1.4	87	-10%	7%	-14	1	-1%	0.7%	i	-5	0.3%
Cc1ccc(/C=C/C(=O)c2ccccc2O)cc1	-1%	6.2	56	-2%	-15%	.	.	-16%	0.2%	.	.	4.4%
